Assay outcomes from PubChem BioAssay.
All columns: NCI-60 one-dose screen, growth in % after 48 h at 10 µM unless noted; 100 = growth as untreated, 0 = no growth, -100 = all killed.
KM12 = KM12 colon cancer cells; hit rate 5% among 82,000
SW-620 = SW-620 colon cancer | hit rate 5.2% among 82,000
SNB-75 = SNB-75 CNS cancer; hit rate 5% among 79,000; AID 1794750
HCC-2998 = HCC-2998 colon cancer. hit rate 4.7% among 79,000
HCT-15 = HCT-15 colon cancer | hit rate 5.2% among 82,000 | AID 1794746
SNB-19 = SNB-19 CNS cancer cells; hit rate 2.5% among 81,000; AID 1794751
SF-295 = SF-295 CNS cancer cells. hit rate 5.6% among 79,000. AID 1794758
SF-539 = SF-539 CNS cancer | hit rate 6.8% among 81,000 | AID 1794752
HCT-116 = HCT-116 colon cancer. hit rate 7.3% among 82,000. AID 1794798
Active calls of the source: *; / = not tested or not shown; & = joins results of further samples; ! = not active in a repeat. Rule for the calls: active = growth percent below 10; inactive = the rest. This is a random part of the collection; about 11% have a hit in one of these screens.

SMILES | KM12 | SW-620 | SNB-75 | HCC-2998 | HCT-15 | SNB-19 | SF-295 | SF-539 | HCT-116
O=C(N/N=C/[C@@H]1C[C@H](CO)C2CCC[C@@H]21)c1ccncc1 (stereo not given in full) | 100 | 93 | 88 | 99 | 108 | 95 | 97 | 103 | 94
CCOC(=O)C1=C(C)NC(=O)NC1c1cccs1 (stereo not given) | 109 | 105 | 103 | / | 103 | 113 | 112 | 103 | 116
Cc1ccc(C)n1-c1ccc(Cl)cc1 | 107 | 93 | 89 | 113 | 114 | 99 | 97 | 104 | 101
CCOC(=O)c1c[nH]c2c(CC)cccc2c1=O | 81 | 88 | 105 | 94 | 87 | 95 | 84 | 94 | 71
CCCCCCCCCCCCCCCCCCCCC/C=C\C[C@H](O)C/C=C1/C(=O)C=C[C@@H]1C/C=C\CCCC(=O)OC | 99 | 123 | 84 | 106 | 96 | 114 | 100 | 100 | 74
CCN(CC)c1ccc(-c2nc3c4ccccc4c4ccccc4c3[nH]2)c(O)c1 | 94 | 105 | 124 | 112 | 86 | 118 | 110 | 104 | 94
O=C(Nc1cc(-c2ccccc2)[nH]n1)c1ccc(Cl)cc1 | 49 | 86 | / | 100 | 61 | 65 | 71 | 66 | 72
C/C(=C/C1CC(=O)OC1=O)CC(C)(C)C (stereo not given) | 105 | 100 | 86 | 99 | 102 | 102 | 137 | 96 | 87
O=C(Nc1cccc(Cl)c1)c1ccccc1 | 104 | 115 | 98 | 110 | 102 | 100 | 109 | 99 | 105
CCCCNc1ccc(C#N)c(OCCN(CC)CC)c1 | 112 | 109 | 88 | 108 | 102 | 98 | 107 | 111 | 104
O/N=C/c1ccccn1 | 111 | 104 | 123 | 109 | 107 | 114 | 98 | 102 | 106
FC(F)(F)c1ccc(-c2nc(-c3nc4ccc(Cl)cc4[nH]3)cc3c2[nH]c2ccccc23)cc1 | 75 | 94 | / | 78 | 81 | 81 | 65 | 85 | 58
CCCCCCNC(=O)n1cc(F)c(=O)[nH]c1=O | 45 | 65 | 73 | 24 | 41 | 73 | 78 | 21 | 28
N#Cc1ccc2c(c1)C(=O)c1c-2n(CCCN)c(=O)c2cc([N+](=O)[O-])ccc12 | -98* | -100* | -100* | -100* | -91* | -85* | -74* | -98* | -100*
CCCC(=O)c1cc(-c2cc(C(=O)CCC)nc(N)n2)nc(N)n1 | 105 | 101 | 92 | 117 | 98 | / | 97 | 94 | 99
CCc1cc(C(C)(C)C)cc(C(C)(C)C)c1O | 101 | 95 | 88 | 98 | 102 | 112 | 97 | 97 | 108
CN(C)c1ccc(C=C2C=CC=C2)cc1 | 109 | 95 | 110 | / | 100 | 100 | 114 | 109 | 101
CCCNC(=O)NCn1c(=O)[nH]c2ccccc2c1=O | 98 | 104 | 107 | 110 | 101 | 95 | 100 | 98 | 108
O=C(C1CN(c2cccc(Cl)c2)N(c2cccc(Cl)c2)C1=O)N1CCOCC1 (stereo not given) | 90 | 104 | 86 | 84 | 91 | 94 | 93 | 98 | 88
O=C(O)c1cc(-c2ccccc2)nc2ccccc12 | 111 | 115 | 104 | 104 | 103 | 105 | 98 | 111 | 107
Cc1cc(C#Cc2ccc(C(C)(C)C)cc2)ccc1-n1c(/C=C/c2ccc3c(c2)OCO3)nc2ccccc2c1=O | 107 | 99 | 77 | 101 | 92 | 90 | 95 | 91 | 87
Nc1ccc2oc(-c3ccc(F)cc3Cl)nc2c1 | 106 | 105 | 96 | 99 | 101 | 99 | 92 | 101 | 104
Cc1sc(NC(=O)COc2ccc(-c3ccccc3)cc2)c(C(N)=O)c1C | 106 | 94 | 84 | 108 | 101 | 106 | / | 99 | 95
O=C1NC(=O)/C(=C\c2ccco2)S1 | 103 | 100 | 98 | 116 | 100 | 101 | / | 103 | 108
CN(CSc1ccccc1)c1ccc(CSc2ccccc2)cc1 | 90 | 95 | 100 | 99 | 94 | 111 | 111 | 82 | 96
CCn1c(Sc2nnc(NC(=O)c3ccccc3)s2)nc2c1c(=O)n(C)c(=O)n2C | 104 | 98 | 101 | 99 | 98 | 95 | 103 | 104 | 99
COc1ccc(/C(C)=C(/c2ccc(OCCCN(C)C)cc2)c2ccc(OC(=O)Cc3ccccc3)cc2)cc1 | 74 | 92 | 79 | 87 | 55 | 90 | 51 | 76 | 57
O=C(O)c1ccsc1Cc1cccs1 | 115 | 117 | 97 | / | 103 | 101 | 104 | 102 | 90
Cc1cccc2c3c(sc12)C(c1ccc(Cl)cc1)C(C#N)=C(/N=C/c1ccc(Cl)cc1)O3 (stereo not given) | 9.9* | 26 | -3.9* | 16 | 9.0* | 24 | 1.2* | -14* | 13
N#CCC(=O)NNS(=O)(=O)c1ccc(Cl)cc1 | 107 | 109 | 91 | 118 | 100 | 97 | 99 | 98 | 104
COc1ccccc1-n1c(-c2cc(O)ccc2C)cn2c3c(=O)[nH]c(=O)n(C)c3nc12 | 108 | 106 | -32* | 99 | 86 | 82 | 90 | 73 | 87
NCCC(=O)NO | 95 | 109 | 106 | 101 | 107 | 99 | 118 | 107 | 96
O=C(Nc1ccc(Cl)c(Cl)c1)OCc1ccco1 | 8.0* | 40 | 8.5* | 56 | 30 | 63 | 32 | 42 | 27
OB1OCc2cc(/C=C/c3cccc(C(F)(F)F)c3)ccc21 | 15 | 16 | -19* | 32 | 18 | 21 | 7.3* | -59* | 0.5*
O=C(/C=C/c1ccccc1)c1cccc(O)c1 | -29*! | 104&65 | 82 | 111&102 | 89 | 96 | 98&97 | 103 | -72*!
CC(=O)Nc1ccc(/C=N\NC(=O)C2CC2)cc1 | 108 | 99 | 89 | / | 106 | 102 | / | 99 | 102
CC(C)Nc1ncnc2[nH]ncc12 | 95 | 103 | 99 | 108 | 102 | 103 | 104 | 101 | 104
C=C(C)[C@@H]1CC[C@]2(C(=O)N3CCN(C)CC3)CC[C@]3(C)[C@H](CC[C@@H]4[C@@]5(C)C/C(=C/c6ccc(C(F)(F)F)cc6)C(=O)C(C)(C)[C@@H]5CC[C@]43C)[C@@H]12 | 97 | 100 | 81 | 107 | 86 | 97 | 101 | 89 | 90
N#Cc1cnn(C(=O)c2ccccc2Br)c1NC(=O)c1ccccc1I | 103 | / | 104 | 109 | 100 | 96 | 94 | 97 | 97
O=C(Sc1nnc(-c2sc3nnc(-c4ccccc4)c(-c4ccccc4)c3c2O)o1)c1ccccc1 | 109 | 109 | 93 | 121 | 97 | 96 | 93 | 107 | 110
CC(=O)Nc1nc2c(s1)Nc1ccccc1NC2=O | 117 | 111 | 83 | 115 | 104 | 102 | 94 | 101 | 118
O=C1NC(=O)C(c2ccc(C(=O)/C=C/c3c[nH]c4ccccc34)cc2)C(=O)N1 | 102 | 111 | / | / | 96 | 96 | / | 96 | 95
O=C(c1cc2ccccc2o1)c1nn(-c2ccccc2)cc1C(=O)c1cc2c(ccc3ccccc32)oc1=O | 74 | 84 | 69 | 101 | 81 | 87 | 83 | 96 | 81
COc1cc2oc(-c3cccc(NC(=O)c4cccc(NC(=O)[C@H](C)NC(=O)OC(C)(C)C)c4)c3)cc(=O)c2c(OC)c1OC | 60 | 93 | 91 | 87 | 49 | 89 | 61 | 71 | 61
ClCCCOC1CCCCO1 (stereo not given) | 108 | 104 | 108 | 103 | 104 | 106 | 101 | 102 | 92
O=S(=O)(c1ccc(OCCO)cc1)c1ccc(OCCO)cc1 | / | 95 | / | 104 | 99 | 108 | 118 | 110 | 101
COc1ccc(C2C(=O)NN=C2C)cc1 (stereo not given) | 110 | 102 | 117 | 103 | 114 | 98 | 128 | 95 | 108
COc1ccc(CC(C)=C(c2ccc(OCCN(C)C)cc2)c2ccc(OCCN(C)C)cc2)cc1 | 76 | 48 | 82 | 89 | 63 | 80 | 67 | 82 | 22
CC1=NOCC(=O)N1 | 107 | 103 | 85 | 116 | 102 | 96 | 88 | 99 | 98
Cn1cc(-c2cnn3c(N)c(Br)c([C@@H]4CCCNC4)nc23)cn1 | 18 | 64 | 20 | 54 | 61 | 52 | 24 | 23 | 36
O=C(CSc1nnc2n1N=C(c1ccccc1)CS2)c1ccc(F)cc1 | 123 | 105 | 111 | 103 | 97 | 95 | 105 | 104 | 98
COc1ccc(C(Cc2ccccc2)NCCCCO)cc1 (stereo not given) | 95 | 105 | 90 | 86 | 97 | 101 | 85 | 87 | 82
CN(C)CCCC(=O)Nc1ccc(Cn2nnc3c2C(=O)c2nnn(Cc4ccc(NC(=O)CCCN(C)C)cc4)c2C3=O)cc1 | 81 | 52 | -95* | 59 | 95 | 83 | 78 | / | 6.9*
COc1cc(/C=N/NC(=O)CSc2nc3ccccc3c(=O)n2CCc2ccc(S(N)(=O)=O)cc2)cc(OC)c1OC | 86 | 101 | 93 | 105 | 99 | 102 | 94 | 97 | 76
COC(=O)/C=c1\[nH]n2/c(=C/c3ccc(OC)cc3)c(=O)nc-2n(-c2ccccc2)c1=O | 102 | 106 | 98 | 108 | 105 | 86 | 100 | 95 | 96
COC(=O)c1ccc2[nH]c(O)c(C(=Nc3ccc(N(C)C(=O)CN4CCN(C)CC4)cc3)c3cccc(OC)c3)c2c1 | 4.9* | 2.0* | -2.5* | 20 | 7.7* | 13 | 30 | -11* | -5.7*
CC1=NC(C(=O)O)CC1 (stereo not given) | 102 | 105 | 88 | 109 | 103 | 106 | 101 | 101 | 79
CCOc1ccc(NC(=O)C2CCCN(CCc3ccccc3)C2)cc1 (stereo not given) | 97 | 104 | 97 | 103 | 106 | 95 | 104 | 105 | 77
COc1ccc2c(c1)[n+](=O)c(/C=C/C(=O)c1cc(OC)c(OC)c(OC)c1)c(C)n2[O-] | 81 | 22 | 69 | 112 | 11 | 97 | 46 | 70 | 18
CC(=O)Nc1ccc(/C=N/N2CCCCCC2)cc1 | 98 | 100 | 86 | 109 | 102 | 92 | 94 | 84 | 100
The list goes on.
SMILES | KM12 | SW-620 | SNB-75 | HCC-2998 | HCT-15 | SNB-19 | SF-295 | SF-539 | HCT-116
COc1ccc(C(=O)Cn2cnc3c(Nc4cc(C(=O)Nc5ccc(N6CCN(CCO)CC6)cc5)ccc4C)ncnc32)cc1 | 99 | 105 | 79 | 97 | 102 | 108 | 93 | 98 | 97
CCCN1C(=O)c2c(Br)c(Br)c(Br)c(Br)c2C1=O | 84 | 103 | 80 | 100 | 86 | 96 | 101 | 103 | 98
Cc1ccc(/C=C(\C#N)c2cc3ccccc3[nH]2)o1 | 99 | 96 | 54 | 115 | 97 | 97 | 97 | 90 | 85
CC(C)Cc1ccc(C(C)C(=O)Nc2ccc(-c3cc(=S)ss3)cc2)cc1 (stereo not given) | 92 | 106 | 86 | 93 | 94 | 78 | / | 107 | 83
OCCN(CCO)c1ccc2c(c1)Cc1cc(F)ccc1-2 | 98 | 105 | 88 | 102 | 99 | 105 | 101 | 102 | 93
Cn1c([N+](=O)[O-])cnc1COC(N)=O | 107 | 105 | 103 | 104 | 110 | 108 | 100 | 106 | 109
COc1cccc(-c2cc(C(=O)O)c3cc4ccccc4cc3n2)c1OC | 104 | 109 | 84 | 109 | 104 | 109 | 108 | 100 | 95
Cc1cc(C)n2[nH]c(=O)cc2n1 | 104 | 101 | 81 | 108 | 104 | 108 | 100 | 107 | 112
COC(=O)c1c(NC(=O)C(F)(F)F)sc2c1CCC1(C2)OCCO1 | 105 | 107 | 94 | 110 | 104 | 93 | 102 | 101 | 105
N[C@@H](CC(=O)N1CCn2c(nnc2C(F)(F)F)C1)Cc1cc(F)c(F)cc1F | 106 | 105 | 93 | 109 | 110 | 102 | 106 | 102 | 101
NC(=O)NC(=O)C(Cl)c1ccccc1 (stereo not given) | 105 | 108 | 103 | 97 | 96 | 92 | 131 | 101 | 82
O=C(C[n+]1ccnc2ccccc21)c1ccccc1 | 94 | 100 | 78 | 99 | 103 | 107 | 96 | 95 | 78
O=C(CCCC(=O)c1ccc(F)cc1)N[C@@H](CC(=O)N1CCn2c(nnc2C(F)(F)F)C1)Cc1cc(F)c(F)cc1F | 99 | 105 | 91 | 91 | 107 | 94 | 105 | 99 | 102

Of the compounds above, ten contain fluorine:
SMILES | KM12 | SW-620 | SNB-75 | HCC-2998 | HCT-15 | SNB-19 | SF-295 | SF-539 | HCT-116
FC(F)(F)c1ccc(-c2nc(-c3nc4ccc(Cl)cc4[nH]3)cc3c2[nH]c2ccccc23)cc1 | 75 | 94 | / | 78 | 81 | 81 | 65 | 85 | 58
CCCCCCNC(=O)n1cc(F)c(=O)[nH]c1=O | 45 | 65 | 73 | 24 | 41 | 73 | 78 | 21 | 28
Nc1ccc2oc(-c3ccc(F)cc3Cl)nc2c1 | 106 | 105 | 96 | 99 | 101 | 99 | 92 | 101 | 104
OB1OCc2cc(/C=C/c3cccc(C(F)(F)F)c3)ccc21 | 15 | 16 | -19* | 32 | 18 | 21 | 7.3* | -59* | 0.5*
C=C(C)[C@@H]1CC[C@]2(C(=O)N3CCN(C)CC3)CC[C@]3(C)[C@H](CC[C@@H]4[C@@]5(C)C/C(=C/c6ccc(C(F)(F)F)cc6)C(=O)C(C)(C)[C@@H]5CC[C@]43C)[C@@H]12 | 97 | 100 | 81 | 107 | 86 | 97 | 101 | 89 | 90
O=C(CSc1nnc2n1N=C(c1ccccc1)CS2)c1ccc(F)cc1 | 123 | 105 | 111 | 103 | 97 | 95 | 105 | 104 | 98
OCCN(CCO)c1ccc2c(c1)Cc1cc(F)ccc1-2 | 98 | 105 | 88 | 102 | 99 | 105 | 101 | 102 | 93
COC(=O)c1c(NC(=O)C(F)(F)F)sc2c1CCC1(C2)OCCO1 | 105 | 107 | 94 | 110 | 104 | 93 | 102 | 101 | 105
N[C@@H](CC(=O)N1CCn2c(nnc2C(F)(F)F)C1)Cc1cc(F)c(F)cc1F | 106 | 105 | 93 | 109 | 110 | 102 | 106 | 102 | 101
O=C(CCCC(=O)c1ccc(F)cc1)N[C@@H](CC(=O)N1CCn2c(nnc2C(F)(F)F)C1)Cc1cc(F)c(F)cc1F | 99 | 105 | 91 | 91 | 107 | 94 | 105 | 99 | 102
